Source: PubChem
Cneo AK release – causes C. neoformans cell lysis; adenylate kinase release luminescence, 4 h; normalised: neutral wells 0, clomiphene wells 100; lysis activity, % at 15 µM; hit rate 0.2% among 360,000; AID 651654;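 active means mean lysis activity across replicates of at least 80%, whatever share of replicates individually reach that level; inactive means mean lysis activity below 80%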
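Schedule: static 4 h at 37 °C with compound, 1 h detection; system: C. neoformans cells; benchmarks: Clomiphene as positive control; buffer or medium: fresh YPD medium; measure: luminescence rise reflecting yeast cell lysis; measured by: luminescent adenylate kinase detection reagent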
XiGFP reactiv – activators of X-chromosome reactivation in mouse fibroblasts | XiGFP mouse fibroblasts, % GFP-positive cells imaging, 3 d; cells co-treated with 5-aza-dC sensitizer; scaled so ellipticine positive control = 100% | activation, % at 7.58 µM | hit rate 0.055% among 360,000;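 active means mean normalized replicate activation at least 10% and every replicate at or above 10%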;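 further: 0% = median of on-plate neutral control wells and 100% = ellipticine 6 µM median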
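Material: XiGFP fibroblasts, SV40-immortalized. Buffer or medium: DMEM plus 5-aza-dC sensitizer. Compound: single concentration per compound, delivered by pin transfer. Times: 3 days compound exposure. Controls: ellipticine 6 µM.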
C2C12 statin – suppression of simvastatin myotoxicity; rescue of ATP level, % at 7.49 µM; hit rate 0.78% among 330,000; C2C12 myotubes + simvastatin, ATP luminescence, 48 h; scaled: DMSO 0, geranylgeraniol control 100;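 active means mean ATP rescue above about 67%, or every replicate alone reaching that limit, limit read from the data, passing the limit was not always enough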;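 further: myotubes were challenged with 10 µM simvastatin during compound exposure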
ERAP1 HTS inh – ERAP1 (human) enzyme inhibition. hit rate 0.15% among 340,000. AID 652197. recombinant ERAP1, Leu-AMC fluorescence, 60 min. inhibition, % at 10.7 µM. Q9NZ08;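 active means mean replicate inhibition of at least 30%, or all replicates individually reaching that 30% level; inactive means mean below 30% and not every replicate reaching it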;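 further: 0% = neutral control wells and 100% = L-leucinethiol positive control wells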
LGR2 inh – inhibitors of bursicon-induced Drosophila LGR2 receptor cAMP signaling. HEK293 LGR2, CRE-luciferase, bursicon-stimulated, 4 h. inhibition, % at 9.99 µM. hit rate 0.35% among 380,000;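 active means drop in luminescence signal, shown as inhibition above about 50% in the replicate tests, limit read from the data, passing the limit was not always enough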;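 further: agonist challenge used bursicon conditioned medium at about half maximal strength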
PGC1a acetyl inh – modulators of PGC1a acetylation. U2OS PGC1a acetylation, AlphaScreen anti-acetyl-lysine; with virally co-expressed GCN5 acetyltransferase. inhibition, % at 15.6 µM. hit rate 0.17% among 350,000;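 active means every replicate shows inhibition of at least 40%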;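 further: 0% = neutral control wells and 100% = positive control wells; some results beyond the cut were filed as inactive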
S100A4 inh HTS – blocks human S100A4 binding to myosin IIA peptide; S100A4/TAMRA-MyoIIA peptide fluorescence polarization; inhibition, % at 10.7 µM; hit rate 0.14% among 360,000; AID 652163;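 active means mean inhibition of at least 70% across replicates, with every replicate also reaching that level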
Target sequence (P26447 whole entry, looked up): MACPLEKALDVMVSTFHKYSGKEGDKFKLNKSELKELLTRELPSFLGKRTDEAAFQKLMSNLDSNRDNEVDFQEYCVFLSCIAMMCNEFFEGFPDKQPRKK
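Material: S100A4 monomer protein | Medium: HEPES pH 7.2 with CaCl2, KCl, NaCl, DTT, Triton | Reagent: Labelled myosin peptide probe, 5 nM | Doses: One dose per compound | Times: 5 min incubation before reading | Benchmarks: Neutral control DMSO, positive control TFP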
SIRT5 block – sirtuin-5 (human) deacylase inhibition. Q9NXA8. Purified SirT5, succinyl-peptide AMC, trypsin-coupled fluorescence. inhibition, % at 15 µM. hit rate 1.1% among 330,000; in the data active means inhibition above about 15%
Target sequence (Q9NXA8 whole entry, looked up): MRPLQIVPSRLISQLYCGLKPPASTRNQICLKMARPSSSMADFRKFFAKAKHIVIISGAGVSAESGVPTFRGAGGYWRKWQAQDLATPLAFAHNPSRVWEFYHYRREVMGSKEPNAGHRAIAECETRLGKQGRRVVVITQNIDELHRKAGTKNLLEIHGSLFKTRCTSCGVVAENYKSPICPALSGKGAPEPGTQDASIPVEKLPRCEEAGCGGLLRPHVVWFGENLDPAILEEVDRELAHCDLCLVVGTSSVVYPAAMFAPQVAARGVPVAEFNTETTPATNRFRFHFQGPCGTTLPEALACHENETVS
The depositor's hits bear a star; x = no result given; & = joins results of further samples.

smiles	Cneo AK release	XiGFP reactiv	C2C12 statin	ERAP1 HTS inh	LGR2 inh	PGC1a acetyl inh	S100A4 inh HTS	SIRT5 block
CCOC(=O)N1CCC(NS(=O)(=O)c2cc3c(cc2Br)CCN3C(=O)CC)CC1	x	-0.1	x	-0.6	-1.7	x	-2.6	-4.9
CN(C(=O)c1cccc(NC(=O)Cc2ccc(NC(=O)C3CCCN(C(=O)C4CCCCC4)C3)cc2)c1)C1CCCC1 (stereo not drawn)	-0.4	x	7.3	12.8	-10.9	-3.3	-0.2	3.9
CN(C(=O)c1cccc(NC(=O)Cc2ccc(NC(=O)C3CCCN(S(=O)(=O)c4cccc([N+](=O)[O-])c4)C3)cc2)c1)C1CCCCC1 (stereo not drawn)	0.7	0.0	-7.1	x	-0.7	x	-0.8	3.3
CC(=O)Nc1ccc(NC(=O)C(=O)c2cn(CC(=O)N3CCCC3)c3ccccc23)cc1	-2.8	0.2	-4.2	1.3	19.1	4.9	-8.8	-1.0
O=C(Nc1cccs1)Nc1c(F)c(F)cc(F)c1F	-10.8	0.0	x	-0.9	-6.7	-0.6	-0.1	-4.2
CCCCCC/C=N/Nc1nnc(Cc2ccccc2)c(=O)[nH]1	3.3	0.0	3.6	-0.2	10.3	x	-14.5	-0.2
CCOc1ccc(NC(=O)CN2C(=O)S/C(=C/c3cccn3C)C2=O)cc1	x	0.0	x	-0.2	8.8	2.7	-7.7	111.9*
CC(C)(C)c1ccc(C(=O)Nc2ccc([N+](=O)[O-])cn2)cc1	-11.7	0.0	x	-3.1	-62.8	3.6	-1.3	-0.4
Cc1ncc([N+](=O)[O-])n1CC(=O)Nc1ccc(OC(F)(F)Cl)cc1	1.5	0.0	4.4	-1.0	-5.0	x	-0.6	-4.1
C[C@@H](O)C#Cc1ccc([C@H]2[C@H]3CN(C(=O)c4ccncc4)CCCCN3[C@H]2CO)cc1	-0.1	0.0	9.3	3.5	-1.5	8.6	-9.1	14.1
O=C(NCCc1ccccc1)c1ccccc1NC(=O)C1CCCO1 (stereo not drawn)	x	0.1	x	-0.4	-45.0	x	0.2	-3.0
COC(CNC(=O)c1cccc(-n2c(=S)[nH]c3cc(Cl)ccc3c2=O)c1)OC	-0.2	0.0	4.2	1.5	-5.1	x	-6.3	-0.3
COc1ccc2[nH]cc(CCn3ccc(=O)c(C)c3C)c2c1	0.8	0.0	10.5	0.9	17.3	3.6	-0.5	-2.8
CCCNC(=O)c1ccc(C)c(NC(=O)C2=C(C)OCCS2)c1	-0.2	0.0	-5.7	3.1	-7.2	-0.4	-5.9	-3.1
C[C@@H]1CN([C@H](C)CO)C(=O)c2cc(-c3cccc(C(=O)N(C)C)c3)cnc2O[C@H]1CN(C)S(=O)(=O)c1ccc(F)cc1	-2.3	0.4	-5.6	-1.0	-17.5	-7.7	-10.5	-1.8
CCCC#Cc1cnc2c(c1)C(=O)N([C@@H](C)CO)C[C@@H](C)[C@@H](CN(C)C(=O)c1ccc3c(c1)OCO3)O2	45.7	-0.9	-5.7	-0.3	-13.2	-1.8	-11.4	1.0
Clc1cccc(Nc2ncnc3c2cnn3-c2ccccc2)c1	2.8	0.5	-67.9	-0.2	-67.0	-5.1	-2.6	-1.3
CCNC(=O)[C@@H]1[C@@H](CO)[C@@H]2Cn3c(ccc(-c4ccccc4F)c3=O)[C@@H]2N1C	-4.3	0.7	5.9	1.1	-3.2	x	-24.8	-2.6
Cc1ccc(Cn2c3ccccc3c3cn[nH]c(=O)c32)cc1	-2.4	0.4	35.8	-3.3	-8.4	13.3	-8.8	-2.9
COc1ccc(Cl)cc1NC(=O)NCc1cccnc1	0.1	0.0	x	-1.8	5.7	0.8	-1.5	3.8

Ordered by heavy-atom count (descending): six of the compounds above.
smiles	Cneo AK release	XiGFP reactiv	C2C12 statin	ERAP1 HTS inh	LGR2 inh	PGC1a acetyl inh	S100A4 inh HTS	SIRT5 block
CN(C(=O)c1cccc(NC(=O)Cc2ccc(NC(=O)C3CCCN(S(=O)(=O)c4cccc([N+](=O)[O-])c4)C3)cc2)c1)C1CCCCC1 (stereo not drawn)	0.7	0.0	-7.1	x	-0.7	x	-0.8	3.3
C[C@@H]1CN([C@H](C)CO)C(=O)c2cc(-c3cccc(C(=O)N(C)C)c3)cnc2O[C@H]1CN(C)S(=O)(=O)c1ccc(F)cc1	-2.3	0.4	-5.6	-1.0	-17.5	-7.7	-10.5	-1.8
COC(CNC(=O)c1cccc(-n2c(=S)[nH]c3cc(Cl)ccc3c2=O)c1)OC	-0.2	0.0	4.2	1.5	-5.1	x	-6.3	-0.3
O=C(NCCc1ccccc1)c1ccccc1NC(=O)C1CCCO1 (stereo not drawn)	x	0.1	x	-0.4	-45.0	x	0.2	-3.0
CCCNC(=O)c1ccc(C)c(NC(=O)C2=C(C)OCCS2)c1	-0.2	0.0	-5.7	3.1	-7.2	-0.4	-5.9	-3.1
COc1ccc(Cl)cc1NC(=O)NCc1cccnc1	0.1	0.0	x	-1.8	5.7	0.8	-1.5	3.8

Limited to PGC1a acetyl inh, SIRT5 block and LGR2 inh (two entries from above):
| compound | PGC1a acetyl inh | SIRT5 block | LGR2 inh |
| --- | --- | --- | --- |
| CCOC(=O)N1CCC(NS(=O)(=O)c2cc3c(cc2Br)CCN3C(=O)CC)CC1 | x | -4.9 | -1.7 |
| CN(C(=O)c1cccc(NC(=O)Cc2ccc(NC(=O)C3CCCN(C(=O)C4CCCCC4)C3)cc2)c1)C1CCCC1 (stereo not drawn) | -3.3 | 3.9 | -10.9 |

Following part
smiles	Cneo AK release	XiGFP reactiv	C2C12 statin	ERAP1 HTS inh	LGR2 inh	PGC1a acetyl inh	S100A4 inh HTS	SIRT5 block
Cc1ccc(CCC(=O)Nc2ncc(Cc3cc(Cl)ccc3Cl)s2)o1	1.6	1.9	-59.8	-1.2	5.7	-15.0	1.0	-5.2
CCn1c(COc2cc(C)ccc2C(C)C)nnc1SCC(=O)Nc1nccs1	x	0.9	x	1.1	x	16.1	24.4	-0.3
Cc1ccc2nnnc(-c3ccccc3)c2c1	3.7	-0.1	x	0.9	6.0	4.8	-3.9	-16.4
Cc1cc(C)cc(OC(=O)CN2C(=O)c3ccccc3C2=O)c1	1.3	0.1	-2.2	-0.9	6.8	-4.2	-6.9	-0.9
C/C(=N\NC(=O)CSc1nc(C)cc(C)n1)c1ccc([N+](=O)[O-])cc1	1.7	0.0	x	0.6	-1.9	3.3	-16.9	-5.1
Cc1cc(C(=O)Nc2ccc(S(=O)(=O)Nc3onc(C)c3C)cc2)cs1	-5.3	x	5.8	x	-8.0	3.3	x	x
O=C(Nc1cc2c(cc1Br)OCCCO2)c1cccnc1	-1.4	0.0	2.5	2.2	-1.7	x	0.7	-2.3
Cc1nc(SCCO)c2oc3ccccc3c2n1	-1.6	x	-19.8	-0.3	-5.4	-3.1	-4.6	7.1
O=C(Nc1nc2c(s1)CCCC2)c1ccc(S(=O)(=O)N2CCCc3ccccc32)cc1	-0.4	-0.1	x	x	22.5	-4.9	x	x
COCC(=O)N1CCCCN2[C@H](CO)[C@H](c3ccc(-c4ccc(OC)cc4)cc3)[C@@H]2C1	1.0	0.4	x	x	-8.3	-4.3	x	x
O=C(O)CCCC(=O)N1CCc2cc(S(=O)(=O)NCc3ccccc3)ccc21	-0.7	0.0	x	-1.8	5.7	x	0.3	3.9
CC(OC(=O)c1cc2sccc2n1C)C(=O)NCC1CCCO1 (stereo not drawn)	-1.3	x	-5.7	-12.2	5.0	-6.9	-0.1	1.2
CCC(=O)N[C@@H]1CC[C@@H](CCNC(=O)Nc2ccc(F)cc2)O[C@@H]1CO	3.4	-0.1&0.0	-1.9	-2.9	9.7&11.3	1.8	5.1&-2.4	-1.8&-1.8
COc1ccc2c3c(n(C)c2c1)[C@H](CO)N(C(=O)Cc1ccccn1)CC31CN(CC2CCCCC2)C1	x	0.1	x	-4.4	-1.8	-9.7	6.0	x
CCOC(=O)C1CN(S(=O)(=O)c2ccc(OC)cc2)c2ccccc2O1 (stereo not drawn)	-1.1	-0.1	1.4	-3.9	-1.5	1.4	3.4	-1.2
C#Cc1ccc([C@H]2C=C(C(=O)O)O[C@@H](OCC)[C@@H]2CCCO)cc1	-1.5	x	x	-6.5	x	x	-22.1	2.6
Cc1noc(C)c1S(=O)(=O)Nc1ccc2c(c1)C(=O)N([C@@H](C)CO)C[C@@H](C)[C@H](CN(C)C(=O)c1ccncc1)OCCCC[C@H](C)O2	-0.9	0.2	x	0.2	9.8	7.9	0.4	8.6
C=CCOC(=O)C1=C[C@@H](c2coc3ccccc3c2=O)[C@H](CCCO)[C@@H](OCC)O1	0.8	0.1	-15.4	3.5	6.6	5.0	-5.7	-0.7
COc1ccc(-c2nnc(NC(=O)Cc3ccccc3)s2)c(OC)c1	-1.5	0.0	3.6	-5.3	4.9	0.5	1.3	-1.8
Cc1ccc(NC(=O)c2cccc(S(=O)(=O)N3CCN(c4ccccc4)CC3)c2)nc1	-1.2	0.0	5.4	3.7	3.3	-11.4	-4.3	0.8
C[C@@H]1CN([C@@H](C)CO)C(=O)c2cccc(NC(=O)Nc3ccc(F)cc3)c2O[C@@H]1CN(C)S(=O)(=O)c1ccc(Cl)cc1	2.5	-0.1	24.4	-0.6	8.3	9.6	-6.9	5.3
Cc1onc(-c2c(Cl)cccc2Cl)c1C(=O)NCCc1ccncc1	-4.2	0.0	1.3	4.5	-2.9	3.6	-1.5	2.1
Cc1cccc(NS(=O)(=O)c2ccc3c(c2)oc(=O)n3C)c1C	-0.5	0.1	-9.8	1.1	5.8	x	-7.4	-2.8
COc1ccc(C2CC(c3ccncc3)=NN2c2ccc(S(N)(=O)=O)cc2)cc1 (stereo not drawn)	-0.7	0.3	4.7	-27.9	-43.5	-2.2	37.1	-6.4
CC1=CC(C/C(C)=C/COc2ccc3ccc(=O)oc3c2)OC1=O (stereo not drawn)	-2.7	x	-1.4	x	x	2.8	2.5	x
O=C(NC1CCCCC1)[C@@H]1[C@@H](CO)[C@@H]2Cn3c(cccc3=O)[C@H]1N2Cc1cccnc1	44.7	0.2	-1.6	-1.3	10.3	x	10.0	0.6
CCN1CCN(C(=O)CN(C)S(=O)(=O)c2ccc(OC)c(C)c2)CC1	-1.0	x	2.9	x	-35.9	-1.8	x	x
Cc1cccc(NS(=O)(=O)c2cccc(C(=O)NCC(c3ccc(F)cc3)N3CCOCC3)c2)c1 (stereo not drawn)	-0.6	0.1	-13.7	-0.3	1.5	-6.9	-2.3	0.0

These rows are one share of the data; count on the stated rates, not on these rows.
